PAFAH1B3 inh: PAFAH1B3 enzyme inhibitors, primary screen, biochemical, fluorescence polarization, human; recombinant PAFAH1B3, FP-rhodamine probe; Platelet-activating factor acetylhydrolase IB subunit alpha1 (Homo sapiens), Q15102; inhibition, % at 3.39 µM; 0.28% of 340,000 active; AID 492972, 2010;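 active means inhibition above the screen-wide average of all tested compounds plus 3 SD, cut at about 25% in these data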;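 further: 0% = enzyme with DMSO only and 100% = wells lacking PAFAH1B3 protein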
Target sequence (Q15102 whole entry, looked up): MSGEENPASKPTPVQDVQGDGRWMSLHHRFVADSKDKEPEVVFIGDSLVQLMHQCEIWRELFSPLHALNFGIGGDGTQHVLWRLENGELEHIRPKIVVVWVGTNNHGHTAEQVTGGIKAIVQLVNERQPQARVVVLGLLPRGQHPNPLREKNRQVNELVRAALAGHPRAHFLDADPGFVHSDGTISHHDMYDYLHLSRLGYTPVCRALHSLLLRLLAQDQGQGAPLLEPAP
PAFAH1B2 inh: PAFAH1B2 enzyme inhibitors, primary screen, biochemical, fluorescence polarization, human | inhibition, % at 3.39 µM | recombinant PAFAH1B2, FP-rhodamine activity probe | Platelet-activating factor acetylhydrolase IB subunit alpha2 (Homo sapiens), P68402 | 1.2% of 340,000 active;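 active means inhibition above the mean of all tested compounds plus 3 SD, cut at about 24% in these data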;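 further: 0% = enzyme with DMSO and 100% = wells lacking PAFAH1B2; many of its hits are not listed in these tables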
Target sequence (P68402 whole entry, looked up): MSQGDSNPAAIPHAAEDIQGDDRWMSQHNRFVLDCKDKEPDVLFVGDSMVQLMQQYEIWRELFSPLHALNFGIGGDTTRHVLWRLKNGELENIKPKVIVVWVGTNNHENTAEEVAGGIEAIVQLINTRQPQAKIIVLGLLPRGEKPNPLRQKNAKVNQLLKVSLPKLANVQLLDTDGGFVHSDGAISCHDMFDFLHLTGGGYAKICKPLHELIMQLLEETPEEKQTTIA
PAFAH2 FP inh: PAFAH2 enzyme inhibitors, primary screen, biochemical, fluorescence polarization, human; recombinant PAFAH2, FP-rhodamine activity probe; 0.99% of 340,000 active; inhibition, % at 3.39 µM; Platelet-activating factor acetylhydrolase 2, cytoplasmic (Homo sapiens), Q99487;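 active means inhibition above the mean over all tested compounds plus 3 SD, cut at about 30% in these data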;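 further: inhibitors block probe labeling of enzyme so polarization drops; 0% = enzyme with DMSO and 100% = wells lacking PAFAH2 protein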
GSTO1 counter: inhibitors of recombinant GSTO1, primary screen, counter-screen for RBBP9 inhibitor project, biochemical, fluorescence polarization; Glutathione S-transferase omega-1 (Homo sapiens), P78417; activity-based probe fluorescence polarization; inhibition, % at 5.96 µM; 1.1% of 300,000 active; AID 1974, 2009;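 active means inhibition above the campaign mean inhibition plus 3 SD, cut at about 35% in these data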;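 further: 0% = GSTO1-1 with DMSO and 100% = wells lacking GSTO1-1 enzyme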
Target sequence (P78417 whole entry, looked up): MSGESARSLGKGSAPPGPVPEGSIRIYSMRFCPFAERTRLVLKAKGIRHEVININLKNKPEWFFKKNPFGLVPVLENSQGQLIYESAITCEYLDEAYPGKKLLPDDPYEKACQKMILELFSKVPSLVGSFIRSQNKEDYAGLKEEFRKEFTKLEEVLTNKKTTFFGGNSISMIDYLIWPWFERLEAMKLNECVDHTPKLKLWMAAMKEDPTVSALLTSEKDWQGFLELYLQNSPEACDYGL
pPAFAH inh: pPAFAH enzyme inhibitors, primary screen, biochemical, fluorescence polarization, human; inhibition, % at 3.39 µM; recombinant pPAFAH, FP-rhodamine probe fluorescence polarization; 1.5% of 330,000 active; Platelet-activating factor acetylhydrolase (Homo sapiens), Q13093;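 active means inhibition above the mean inhibition across the screen plus 3 SD, cut at about 25% in these data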;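 further: inhibitors block binding of the rhodamine activity-based probe so polarization drops; 0% = enzyme with DMSO and 100% = wells lacking pPAFAH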
PREPL inh: PREPL enzyme inhibitors, primary screen, biochemical, fluorescence polarization. Prolyl endopeptidase-like (Homo sapiens), Q4J6C6. AID 2751, 2010. recombinant PREPL, fluorescence polarization activity-based probe. 0.68% of 320,000 active. inhibition, % at 5.96 µM; in the data active means inhibition above about 43%;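 further: 0% = enzyme with DMSO and 100% = wells lacking enzyme; many of its hits are not listed in these tables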
LYPLA2 inh: LYPLA2 inhibitors, primary screen, counter-screen for PME1 inhibitor project, biochemical, fluorescence polarization, FP-Rh probe ABPP; recombinant LYPLA2; inhibition, % at 5.9 µM; 0.38% of 320,000 active; AID 2177, 2009;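 active means inhibition above the screen-wide mean plus 3 SD, limit set per campaign, cut at about 26% in these data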;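 further: 0% = LYPLA2 with DMSO and 100% = wells lacking LYPLA2 enzyme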
PAD4 FP inh: human PAD4 inhibitors, primary screen, biochemical, fluorescence polarization, 1536-well format | 0.41% of 330,000 active | Protein-arginine deiminase type-4 (Homo sapiens), Q9UM07 | inhibition, % at 6.36 µM | recombinant PAD4, RCA probe fluorescence polarization;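 active means percent inhibition above a cutoff equal to the mean of all tested compounds plus 3 SD, cut at about 15% in these data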;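 further: 0% = PAD4 with RCA probe and DMSO and 100% = probe without PAD4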
LYPLA1 inh: LYPLA1 inhibitors, primary screen, counter-screen for PME1 inhibitor project, biochemical, fluorescence polarization, FP-Rh probe ABPP; Acyl-protein thioesterase 1 (Homo sapiens), O75608; recombinant LYPLA1; inhibition, % at 5.9 µM; 0.16% of 320,000 active; AID 2174, 2009;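 active means inhibition above the mean of all tested compounds plus 3 SD, set per campaign, cut at about 14% in these data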;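 further: inhibitors block serine hydrolase probe labeling of LYPLA1 so polarization falls; 0% = enzyme with DMSO and 100% = wells lacking LYPLA1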
Target sequence (O75608 whole entry, looked up): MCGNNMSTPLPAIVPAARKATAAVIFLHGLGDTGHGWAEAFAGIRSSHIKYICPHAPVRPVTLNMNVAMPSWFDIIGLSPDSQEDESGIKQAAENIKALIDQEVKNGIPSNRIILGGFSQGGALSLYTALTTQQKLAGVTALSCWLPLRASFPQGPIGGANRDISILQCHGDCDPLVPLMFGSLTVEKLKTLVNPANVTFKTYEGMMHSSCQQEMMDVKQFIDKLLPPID
Active calls of the source: *; · = not tested or not shown; & = joins results of further samples. This is a subset; count on the stated rates, not on these rows.

Order of values: PAFAH1B3 inh, PAFAH1B2 inh, PAFAH2 FP inh, GSTO1 counter, pPAFAH inh, PREPL inh, LYPLA2 inh, PAD4 FP inh, LYPLA1 inh
1: Cn1cc(Cl)c(C(=O)Nc2cnn(Cc3ccc(F)cc3)c2)n1
→ -6, 6, -3, 2, 4, 5, -5, -2, 1
2: COc1ccc(C2=NO[C@@H]3C(=O)N(Cc4ccccc4)C(=O)[C@H]23)c(OC)c1
→ ·, ·, ·, 1, 2, -3, 3, 0, 3
3: COC(=O)c1ccc(CN2CCN(CC=C(C)C)C(CCO)C2)cc1 (configuration not stated)
→ 3, -3, -2, 1, 6, 9, 17, 1, -2
4: Fc1cccc(CSc2ncnc3c2oc2ccccc23)c1
→ 10, 1, -2, 0, 5, -2, -1, -6, -5
5: CC(NC(=O)CN(C)S(=O)(=O)c1ccc(F)cc1)C1CC2CCC1C2 (configuration not stated)
→ 3, 13, -4, ·, -3, 15, 1, 0, -1
6: COCc1cc(C(C)=O)ccc1OC
→ 11, -1, -4, 0, -1, 6, 9, 1, 0
7: CCCCC(=O)Nc1ccc(NC(=S)NC(=O)CC)cc1OC
→ 8, -1, -1, 1, 3, 6, 8, 0, 0
8: CCOc1ccc(NC(=O)COC(=O)COc2cccc3c2OC(C)(C)C3)cc1
→ -2, 3, -3, 15, 6, 3, 8, -6, 9
9: COc1ccccc1NC(=O)C/C(C)=N/NC(=O)c1ccccn1
→ 9, 7, -20, -6, 4, 0, 9, 4, 2
10: O=[N+]([O-])c1cc([N+](=O)[O-])c(Oc2cc(F)cc(F)c2)cc1NN1CCCCC1
→ 2, -2, 4, 11, 5, 3, -3, -2, 0
11: Clc1ccc(-c2ccnc(Oc3cc(Cl)ccc3Cl)n2)cc1
→ -7, -2, -16, -4, 2, -6, -3, -2, -2
12: O=Cc1c(N2CCCCC2)nc2ccccn2c1=O
→ ·, ·, ·, 0, 8, 14, 1, -1, -1
13: Cc1ccc(C)n1NC(=O)c1ccccc1Cl
→ 11, 3, 4, -1, 9, -5, -5, -1, -6
14: CCOc1ncccc1C(=O)Nc1cc2c(cc1Br)OCCO2
→ 3, -4, -3, ·, -3, 20, ·, -5, ·
15: O=S(=O)(NCc1ccccn1)c1ccc2ccccc2c1
→ -11, 3, -1, -5, 5, -1, -2, 3, 1
16: O=C(CSc1nc(-c2ccco2)cc(C(F)(F)F)n1)N1CCCc2ccccc21
→ 3, 4, 1, 24, 1, 7, 3, -2, -1
17: Cn1c(N)c(S(=O)(=O)NCc2ccccc2)c(=O)n(C)c1=O
→ 1, -3, -11, 11, -5, 11, 0, 7, -4
18: CN(C)CCN(Cc1ccccc1)S(=O)(=O)c1ccc(-c2ccc(=O)[nH]n2)s1
→ 3, 7, -5, 2, -3, -26, -4, -2, -3
19: CCC1(C)Cc2c(sc3nnn(Cc4ccccc4Cl)c(=O)c23)CO1 (configuration not stated)
→ -4, 1, -2, -2, 5, 11, -4, -1, -6
20: COc1cccc(CN(C)C(=O)c2csc3c2CCCC3)c1OC
→ 6, 12, 12, 4, -6, -6, 1, 1, 0

Full records, quoted from the list. Order of values: PAFAH1B3 inh | PAFAH1B2 inh | PAFAH2 FP inh | GSTO1 counter | pPAFAH inh | PREPL inh | LYPLA2 inh | PAD4 FP inh | LYPLA1 inh
O=C(CSc1nc(-c2ccco2)cc(C(F)(F)F)n1)N1CCCc2ccccc21 as listed: 3 | 4 | 1 | 24 | 1 | 7 | 3 | -2 | -1
COc1ccc(C2=NO[C@@H]3C(=O)N(Cc4ccccc4)C(=O)[C@H]23)c(OC)c1 as listed: · | · | · | 1 | 2 | -3 | 3 | 0 | 3

Continuation:
Order of values: PAFAH1B3 inh, PAFAH1B2 inh, PAFAH2 FP inh, GSTO1 counter, pPAFAH inh, PREPL inh, LYPLA2 inh, PAD4 FP inh, LYPLA1 inh
21: CC1CCN(C(=O)c2[nH]cnc2C(=O)N[C@@H](C)C(=O)OCc2ccccc2)CC1
→ 1, -1, -2, 3, -8, 16, -3, 0, -1
22: NC(=O)N/N=C/c1c(Sc2nnnn2-c2ccccc2)nc2ccccn2c1=O
→ 7, 4, 2, 2, 0, 5, 1, 4, 2
23: CC(C)(C)Nc1nc(Cl)nc(Nc2ccccc2)n1
→ 5, 4, 2, 0, 11, -2, 2, 4, 2
24: CCOC(=O)c1cn(Cc2cccc(Cl)c2)nn1
→ 8, 2, 0, -1, 1, 17, 9, 6, 2
25: CCOC(=O)C1=C(C)N(c2ccccc2)C(=O)/C1=C\c1ccco1
→ 1, 1, 3, 9, 4, -7, 5, -3, -1
26: O=C(Nc1ccccc1OC(F)F)C1CCCN1C(=O)c1cccs1 (configuration not stated)
→ 8, -1, 4, 7, 3, 4, -2, -2, 0
27: CCC(=O)Nc1nnc(SCC(=O)Nc2ccc(F)cc2)s1
→ 8, 5, -8, -1, 1, -10, 2, -1, 2
28: CC1(C)Cc2c(sc3nc(SCC(=O)N4CCOCC4)nc(N)c23)CO1
→ -1, 1, 3, -4, -9, 11, -9, -9, 0
29: Cc1ccc(NC(=O)CSCc2c(C)noc2C)cc1C
→ 4, 3, 3, 8, 2, 6, 5, 0, -1
30: CSCC[C@H](NC(=O)c1ccc(Br)o1)c1nnc2ccccn12
→ 7, -4, -4, 5, 7, -4, 10, -2, 1
31: Cc1oc2ccc(OC(=O)c3cccs3)cc2c1C(=O)OC(C)C
→ 2, 2, 1, 6, 4, 28, 2, -2, -7
32: COc1ccc(-c2csc3ncnc(N4CCN(c5cccc(OC)c5)CC4)c23)cc1
→ 9, 12, -1, 2, -3, 4, -2, -4, 3
33: O=C(COC(=O)COc1ccc(Cl)cc1)Nc1ccc2c(c1)OCCO2
→ 7, 5, 2, ·, 12, 9, -2, -2, 2
34: COc1ccc(/C=N/NC(=O)c2snnc2C)c(OC)c1OC
→ -3, 3, 6, 8, 4, 9, 0, -2, 2
35: Cc1cc(C)c(NC(=O)c2cc(S(=O)(=O)N3CCOCC3)ccc2F)c(C)c1
→ 7, 6, 4, 0, 7, 7, 1, 0, 3
36: O=C1NCCN(Cc2ccc(F)cc2)C1CC(=O)N1CC=C(c2ccccc2)CC1 (configuration not stated)
→ 4, 5, -5, -4, 6, 21, 4, -9, 1
37: Cc1c(O)ccc2c3c(c(=O)oc12)CCC(C)C3 (configuration not stated)
→ 2, 5, 4, -6, 0, 18, 1, -2, 1
38: Cc1ccc(Cn2ccc(NC(=O)c3cc(-c4ccc(Br)cc4)on3)n2)cc1
→ 1, 2, -5, 0, -2, 13, -3, 1, 0
39: C=CCc1cccc2cc(C(=O)NCc3ccc(C(=O)OCC)o3)c(=O)oc12
→ 2, 0, 1, -4, 3, -2, 11, 1, -4
40: CCCc1ccc(OCC(O)CN2CCN(c3ccccc3)CC2)cc1 (configuration not stated)
→ 11&11, 7&4, 7&3, 5, 6, -3, 6, -1, -1
41: O=C(CSc1nnc(CNC(=O)c2c(F)cccc2F)o1)NCC1CCCO1 (configuration not stated)
→ -1, 5, 1, 4, 4, -1, 0, 2, 2
42: O=C(NC1Cc2ccccc2C1)c1cc(COc2cccc(C(F)(F)F)c2)on1
→ 7, -2, 2, -1, -1, -5, -1, -2, 0
43: COC(=O)c1scc(S(=O)(=O)C(C)C)c1N/N=C(\C#N)C(=O)c1ccc(Cl)cc1
→ 12, 11, 4, -1, 18, 11, 7, 0, 5
44: CCCn1cc(S(=O)(=O)c2ccccc2)c(=O)c2cc(OC)c(OC)cc21
→ 14, 2, 4, 4, 6, -2, 4, 2, -1
45: O=C(O)c1ccccc1C(=O)Nc1cc(C(F)(F)F)ccc1N1CCCC1
→ 5, 6, 8, 33, 30*, 0, 2, 2, 2
46: CCN(CC)CC#CC(C)OCOCC#CCOC (configuration not stated)
→ -8, 1, -8, 7, 1, 15, 0, 5, 1
47: N#CC1(NC(=O)COC(=O)c2nc(Cl)c(Cl)c(N)c2Cl)CCCCC1
→ 4, 0, 18, -1, 7, 13, 3, -1, 4
48: CCC(=O)Nc1ccc(S(=O)(=O)Nc2ccccn2)cc1
→ 4, 7, 5, 7, -1, 5, -2, 4, 1
49: CN(C)S(=O)(=O)c1cccc(-c2cn3ccccc3n2)c1
→ 2, -2, -3, -3, 1, 9, 12, 5, 4
50: O=C(CSc1ccc2c(c1)OCCO2)Nc1ccc2c(c1)OCO2
→ -2, 7, 2, 2, 4, -3, 11, 2, 4
51: COc1ccc(-c2nc3ccccc3s2)cc1NC(C)=O
→ 19, 1, 41*, -1, 1, 1, -1, -5, -2
52: COc1cccc(C(=O)NNC(=O)C(=O)Nc2ccc(C)c(Cl)c2)c1
→ 7, 2, 8, -2, 5, -2, 4, -5, -3
53: COc1cccc(NC(=O)C2CCCN(S(=O)(=O)c3cccc4nsnc34)C2)c1 (configuration not stated)
→ 9, 2, -8, 7, -1, -3, 1, -1, 1
54: COc1ccc(C(=O)C[n+]2cccc(C)c2C)cc1[N+](=O)[O-]
→ 2, 4, 4, 8, 4, 9, 3, -1, 3
55: CCOC(=O)N1CCN(C(=O)CSc2nc(=O)n3ccccc3n2)CC1
→ 6, 4, 2, 9, 5, -1, 0, 1, 0
56: Cc1ccccc1NS(=O)(=O)c1cc(C(=O)N2CCc3ccccc3C2)ccc1C
→ -4, 8, 10, -5, 17, 10, 1, 0, -2
57: CCOC(=O)c1c(NC(=O)Cn2cnc3scc(-c4ccc(C)cc4)c3c2=O)sc(C)c1C
→ -13, 1, -5, 1, -1, -1, -15, -1, -7
58: CN(C)S(=O)(=O)c1ccc(Cl)c(C(=O)NCCNC(=O)c2cc(S(=O)(=O)N(C)C)ccc2Cl)c1
→ 4, 5, -1, -1, 3, 2, 0, -8, 2
59: COc1ccc(-c2nc3n(n2)C(c2ccccc2)C2=C(CCCC2=O)N3)cc1OC (configuration not stated)
→ 4, 3, 5, 2, -6, 11, -2, -2, -4
60: CC1(C(=O)OCC(=O)Nc2nnc(-c3ccccc3)o2)CC1(Cl)Cl (configuration not stated)
→ 0, 7, 5, 9, 4, -4, 3, -3, 1
61: O=C(OCn1ncc(Cl)c(Cl)c1=O)c1cccc(C(F)(F)F)c1
→ -5, -1, -10, 21, 0, 15, -18, 32*, -8

Four entries out of the list, sorted by length of the SMILES, largest number first:
Order of values: PAFAH1B3 inh, PAFAH1B2 inh, PAFAH2 FP inh, GSTO1 counter, pPAFAH inh, PREPL inh, LYPLA2 inh, PAD4 FP inh, LYPLA1 inh
47: N#CC1(NC(=O)COC(=O)c2nc(Cl)c(Cl)c(N)c2Cl)CCCCC1
→ 4, 0, 18, -1, 7, 13, 3, -1, 4
41: O=C(CSc1nnc(CNC(=O)c2c(F)cccc2F)o1)NCC1CCCO1 (configuration not stated)
→ -1, 5, 1, 4, 4, -1, 0, 2, 2
33: O=C(COC(=O)COc1ccc(Cl)cc1)Nc1ccc2c(c1)OCCO2
→ 7, 5, 2, ·, 12, 9, -2, -2, 2
1: Cn1cc(Cl)c(C(=O)Nc2cnn(Cc3ccc(F)cc3)c2)n1
→ -6, 6, -3, 2, 4, 5, -5, -2, 1

Screening results: PubChem, The Scripps Research Institute Molecular Screening Center
